# HTR5A ag ctr = counter-screen for OPRM1-OPRD1 agonists: human HTR5A agonism. P47898. HTR5A agonist assay, luminescence, cell-based. activation, % at 9.3 µM. 340,000 tested, 0.61% active; in the data active = activation mostly above about 9.5%, no sharp cut-off; inactive = mostly below about 7.6%;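 note: 0% = cells with vehicle only and 100% = reference agonist; strong numbers were not always called active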
# DAGLB inhibitor = diacylglycerol lipase beta (human) inhibition; Q8NCG7; HEK293T DAGLB membrane lysate, EnzChek fluorogenic substrate; inhibition, % at 5.17 µM; 340,000 tested, 0.059% active; in the data active = inhibition above about 34%;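 note: 0% = enzyme with vehicle and 100% = wells lacking enzyme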
# HTR5A inv ctr = counter-screen for OPRM1-OPRD1 inverse agonists: human HTR5A inverse agonism. P47898. HTR5A cell line, luminescence. inhibition, % at 9.3 µM. 340,000 tested, 0.083% active. AID 504634; in the data active = inhibition mostly above about 23%, no sharp cut-off; inactive = mostly below about 18%;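 note: 0% = cells with DMSO and 100% = no-cell wells with DMSO; some compounds called inactive have numbers as strong as hits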
# OPRM1-OPRD1 inv = inverse agonist of human OPRM1-OPRD1 heterodimerization | 340,000 tested, 0.21% active | P35372+P41143 | cell-based MOR-DOR heterodimer luminescence, inverse agonism | inhibition, % at 9.3 µM | AID 504357; in the data active = inhibition above about 22%, passing the limit was not always enough;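 note: 0% = cells with DMSO and 100% = wells without cells with DMSO; values of inactives mirror those of a sister screen read the other way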
# Target sequence (P35372 whole entry, looked up): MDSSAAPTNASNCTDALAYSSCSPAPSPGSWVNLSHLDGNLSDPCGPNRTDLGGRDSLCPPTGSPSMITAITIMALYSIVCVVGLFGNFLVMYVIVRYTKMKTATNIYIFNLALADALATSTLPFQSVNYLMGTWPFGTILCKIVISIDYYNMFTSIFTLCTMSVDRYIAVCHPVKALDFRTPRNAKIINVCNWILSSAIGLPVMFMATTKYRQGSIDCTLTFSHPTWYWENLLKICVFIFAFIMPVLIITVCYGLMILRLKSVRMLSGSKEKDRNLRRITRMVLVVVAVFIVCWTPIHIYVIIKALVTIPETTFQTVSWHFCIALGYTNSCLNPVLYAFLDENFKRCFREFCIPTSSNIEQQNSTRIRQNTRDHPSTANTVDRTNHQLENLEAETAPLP
# Target sequence (P41143 whole entry, looked up): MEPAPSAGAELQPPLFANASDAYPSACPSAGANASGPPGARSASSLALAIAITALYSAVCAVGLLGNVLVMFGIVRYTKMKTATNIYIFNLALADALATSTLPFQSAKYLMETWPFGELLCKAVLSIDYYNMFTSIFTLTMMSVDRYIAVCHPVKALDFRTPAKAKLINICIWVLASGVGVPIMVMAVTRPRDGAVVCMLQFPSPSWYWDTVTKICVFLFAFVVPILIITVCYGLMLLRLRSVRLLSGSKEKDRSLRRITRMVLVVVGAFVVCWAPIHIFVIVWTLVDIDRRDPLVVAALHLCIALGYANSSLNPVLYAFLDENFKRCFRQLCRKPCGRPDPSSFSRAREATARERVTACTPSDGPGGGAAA
# V-ATPase pH = regulators of yeast V-ATPase proton transport; S. cerevisiae, pHLuorin cytosolic pH fluorescence; AID 504577; response, % at 10 µM; 350,000 tested, 0.37% active; in the data active = response mostly above about 7.3%, no sharp cut-off; inactive = mostly below about 5.4%; note: actives read high; inactives centre near 0; some compounds called inactive have numbers as strong as hits; reference of the scale not given here
# PKA-R2B activ = activates the human PKA-R2B holoenzyme complex. P22694+P31323. PKA-R2B holoenzyme dissociation, Cy5-IP20 fluorescence polarization; R2B truncated from residue 108, S112A mutant; 0% DMSO only, 100% 113 µM cGMP. activation, % at 11.4 µM. 340,000 tested, 0.079% active. AID 504700;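 active = activation above a cutoff set at the mean over all compounds plus 3 SD, cut at about 18% in these data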;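 note: higher means more holoenzyme dissociation and a rise in polarization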
# Arrestin-AP2 inh = blocks beta-arrestin peptide binding to AP2 adaptin | FITC-arrestin peptide / GST-AP2 beads, flow cytometry; AP2 beta2 appendage carries R879A mutation | inhibition, % at 10 µM | 340,000 tested, 0.31% active | AID 504490;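 active = inhibition above a set limit, near 3 SD of compounds lacking own fluorescence, cut at about 54% in these data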;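 note: plate controls were DMSO wells for no effect and 5 µM unlabelled arrestin peptide for full effect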
#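 Test system: GST-tagged AP2 beta2-adaptin appendage (R879A) on 4 µm glutathione beads; also added: fluorescein-tagged arrestin peptide at 50 nM final; timing: 12 min plus 1 h, RT; signal: flow cytometry, FL1 (488/535 nm); read-out: percent drop in bead-associated FITC signal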
# OPRM1-OPRD1 ag = OPRM1-OPRD1 heterodimerization agonism | activation, % at 9.3 µM | 340,000 tested, 0.3% active | P35372+P41143 | cells, luminescence; in the data active = activation above about 18%;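 note: 0% = vehicle-treated cells and 100% = reference agonist; values of inactives mirror those of a sister screen read the other way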
# Pemphigus Ab inh = human desmoglein-3 autoantibody binding inhibition; P32926; DSG3-coupled beads, scFv-anti-DSG3-GFP binding, flow cytometry; active compounds read low; binding (percent of control), % at 10 µM; 310,000 tested, 0.48% active; AID 588358;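 active = binding more than 3 SD below its plate's average and above zero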;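 note: hits lower antibody fragment binding to DSG3; some compounds called inactive have numbers as strong as hits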
# PKA-R1A activ = PKA-R1A complex activation; PKA-R1A dissociation, Cy5-IP20 fluorescence polarization; scaled: DMSO 0%, 113 µM cGMP 100%; activation, % at 11.4 µM; P00514+P68181; 340,000 tested, 0.083% active;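 active = percent activation above the mean of all tested compounds plus 3 SD, cut at about 19% in these data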;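 note: higher means more PKAc released from R1A so a rise in polarization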
# * marks the source's active call; other numbers are inactive results; · = not tested or not shown.
SMILES,HTR5A ag ctr,DAGLB inhibitor,HTR5A inv ctr,OPRM1-OPRD1 inv,V-ATPase pH,PKA-R2B activ,Arrestin-AP2 inh,OPRM1-OPRD1 ag,Pemphigus Ab inh,PKA-R1A activ
c1ccc(OCCCN2CCCC2)cc1,4,-2,-14,6,0,5,1,-1.1,99,-9
COc1ccc(NC(=O)COC(=O)C(CC(C)C)N2C(=O)C3CC=CCC3C2=O)cc1Cl (configuration not stated),3,-2,-12,9,2,1,-6,-1.7,113,-3
CN(C)c1cccc(-c2nnc(SCCCC#N)o2)c1,4,-1,-10,13,-3,-7,29,-2.1,101,-3
COc1ccccc1N(CC(O)COc1ccc(C)cc1)S(=O)(=O)c1ccccc1 (configuration not stated),8,-1,1,1,0,9,-4,-0.1,88,11
COc1cccc(C2c3[nH]c4ccccc4c3CCN2Cc2cnn(C)c2)c1 (configuration not stated),0,-2,0,15,1,-6,-1,-3.0,92,-6
CCCn1c(SCC(=O)Nc2nc3c(s2)CCCC3)nc2c1c(=O)n(C)c(=O)n2C,-6,-2,13,13,6,0,-5,-2.7,97,3
CN(c1ccccc1)c1ncnc2c1ncn2C,0,-1,2,7,2,-10,-2,-1.4,123,2
COc1ccc(NS(=O)(=O)c2c(F)cccc2F)cc1S(=O)(=O)N1CCOCC1,0,0,0,3,0,-3,4,-0.8,96,2
CNS(=O)(=O)c1ccc(C(=O)NCC(=O)NCCc2ccc3c(c2)OCCO3)cc1,-6,-1,14,4,4,1,4,-0.9,97,-18
CN1CCC(N(C)C(=O)c2ccc(Cl)c(S(=O)(=O)N3CCCCC3)c2)CC1,-3,2,13,1,10,-4,7,-0.3,105,-3
COc1cccc(NC(=O)CN(C)C(=O)C2CCN(C(=O)c3ccccc3C)CC2)c1,-9,-3,22,18,-4,4,-9,-3.5,105,0
Cc1cccc(CC(=O)N2CCOCC2)c1,2,1,-6,13,1,7,18,-2.7,99,-5
CCC(CC)NC(=O)Nc1ccc(C)cc1,5,1,0,-4,-1,1,17,0.7,99,11
CCCCn1ccnc1C(=O)c1ccc(S(=O)(=O)N2CCCC2)cc1,5,-1,-13,8,-5,-3,12,-1.5,102,-13
Nc1nc(N)c2ncc(C(=O)CCc3ccccc3)nc2n1,1,4,0,-8,-1,3,43,1.6,102,6
COC(=O)c1cccc(NC(=O)c2cccc(N3C(=O)CCC3=O)c2)c1,-6,-1,15,10,-1,6,-6,-2.5,·,-6
Cc1cc(C)cc(N(CC(=O)NCc2ccco2)C(=O)c2snc(C(N)=O)c2N)c1,0,2,-27,0,-1,-3,15,-0.1,101,2
NC(=O)CC(NC(=O)c1ccccc1)c1ccc(NC2CCCC2)c([N+](=O)[O-])c1 (configuration not stated),-1,13,20,13,3,5,5,-2.3,·,-10
O=C(O)c1ccccc1C(=O)NC1Cc2ccccc2C1,2,-3,0,19,3,-2,-2,-4.0,·,-8
Cc1nnc(NCCc2ccccc2)[nH]c1=O,4,-2,-13,10,-3,-4,9,-2.1,99,-5

# 2 entries from above, field by field:
Nc1nc(N)c2ncc(C(=O)CCc3ccccc3)nc2n1
  HTR5A ag ctr: 1	DAGLB inhibitor: 4	HTR5A inv ctr: 0	OPRM1-OPRD1 inv: -8	V-ATPase pH: -1	PKA-R2B activ: 3	Arrestin-AP2 inh: 43	OPRM1-OPRD1 ag: 1.6	Pemphigus Ab inh: 102	PKA-R1A activ: 6

COC(=O)c1cccc(NC(=O)c2cccc(N3C(=O)CCC3=O)c2)c1
  HTR5A ag ctr: -6	DAGLB inhibitor: -1	HTR5A inv ctr: 15	OPRM1-OPRD1 inv: 10	V-ATPase pH: -1	PKA-R2B activ: 6	Arrestin-AP2 inh: -6	OPRM1-OPRD1 ag: -2.5	Pemphigus Ab inh: ·	PKA-R1A activ: -6

# Next section.
SMILES,HTR5A ag ctr,DAGLB inhibitor,HTR5A inv ctr,OPRM1-OPRD1 inv,V-ATPase pH,PKA-R2B activ,Arrestin-AP2 inh,OPRM1-OPRD1 ag,Pemphigus Ab inh,PKA-R1A activ
Cc1c(C(=O)OCC(=O)N(CCC#N)c2ccccc2)oc2c1ccc1ccccc12,53*,0,-149,1,-2,6,29,-0.2,·,-1
CCN1C(=O)/C(=C/c2cccs2)S/C1=N\S(=O)(=O)c1ccc(C)cc1,-3,-1,4,6,3,1,4,-1.1,85,7
CC(Cc1ccccn1)NC(=O)c1ccc(OC2CCN(CCc3ccccc3)CC2)cc1 (configuration not stated),4,1,-11,10,1,-3,-6,-2.5,·,-11
COc1ccc(C2(C)C(C#N)C(=O)NC(=O)C2C#N)cc1 (configuration not stated),3,1,-13,12,2,-1,9,-2.3,93,-5
C[C@H](O)C#Cc1cnc2c(c1)C(=O)N([C@H](C)CO)C[C@@H](C)[C@H](CN(C)C(=O)Nc1ccc(C(F)(F)F)cc1)O2,·,-1,·,·,-3,8,·,·,105,-6
COc1ccc(NC(=O)CC23CC4CC(C2)CC(n2nnc(C)n2)(C4)C3)cc1,1,-1,-2,17,2,-12,-10,-3.2,102,-10
c1ccc(-c2ccncc2)nc1,1,-1,7,10,-1,3,1,-1.8,102,-5
Cc1cc(N)n(-c2nc3ccccc3s2)n1,-1,1,2,2,4,6,15,-0.4,95,8
Cc1ccc2c(c1)/C(=C/c1ccccc1C)C(=O)N2,2,1,-6,-30,-1,0,-2,6.3,98,9
O=C1CC(Sc2cccs2)C(=O)N1c1ccccc1 (configuration not stated),-3,1,-9,4,-4,4,-7,-0.7,105,-6
COc1ccc(-c2nnc(SCC(=O)NC(C)C)n2CC2CCCO2)cc1OC (configuration not stated),2,2,-28,5,-4,6,14,-1.0,73,6
Cc1nn(CCCC(=O)NCCc2ccccc2)c(=O)c2nccn12,-3,1,19,7,-4,-8,4,-1.1,105,-13
CC(CO)N1CCS(=O)(=O)CC1 (configuration not stated),2,-1,11,13,-2,-11,-7,-2.1,87,-7
O=C1c2ccccc2[C@@H]2C[C@@H](O)[C@H](Nc3ccccc3Cl)CCN12,0,1,-1,17,3,4,10,-3.4,95,-7
CCC(CC)C(=O)Nc1cccc(C(=O)Nc2ccc3c(c2)OCO3)c1,2,3,3,18,4,12,11,-3.9,·,-1
O=C(CC1NCCNC1=O)Nc1cccc([N+](=O)[O-])c1 (configuration not stated),2,-2,-6,4,-4,7,7,-0.8,99,9
Cc1nc(C(=O)N2CCCC(C(=O)c3cccc(OC(C)C)c3)C2)cs1 (configuration not stated),4,-6,-7,-12,-3,-2,6,2.3,·,10
CC(NCC(=O)Nc1cc(S(=O)(=O)N2CCCCCC2)ccc1Cl)c1ccccc1 (configuration not stated),5,-10,-13,6,0,-10,-2,-1.2,98,-16
CC(=O)Nc1cc(C)nn1-c1nc(C)cc(C)n1,5,0,-13,6,0,-11,-2,-1.1,107,0
CC1(C)CC(=O)C(C=Nc2ccc(O)cc2)=C(O)C1,-5,-1,2,5,4,-3,-5,-0.9,127,-7
CCOC(=O)c1sc2nc(CSc3ccccc3)nc(N3CCC(C(N)=O)CC3)c2c1C,2,-2,-6,-15,-1,1,23,2.7,99,-4
O=C(N1CCOCC1)C(F)(F)C(=O)N1CCOCC1,4,2,-1,5,-2,-13,-5,-0.9,105,-11
CN(Cc1ccccc1)S(=O)(=O)c1ccc(C(=O)Nc2nnc(C3CC3)o2)cc1,1,3,-6,-23,1,-8,5,3.9,58*,1
Cc1cc(C)cc(NC(=S)N2CCC(C(=O)c3ccc(F)cc3)CC2)c1,-1,0,2,-6,0,8,-4,1.3,93,-4
Cc1ccc(C)c(NC(=O)CN(C)C(=O)c2ccc(-n3cncn3)c([N+](=O)[O-])c2)c1,-2,-1,5,0,-3,-15,-22,0.1,99,-5
N#CC(c1ccccc1O)N1N=C(c2ccccc2)CC1c1ccccc1 (configuration not stated),-2,-5,3,-13,-3,2,42,2.5,89,2
COc1cccc(/C=C/C(=O)Nc2cc(S(=O)(=O)N3CCOCC3)ccc2OC)c1,-4,-3,11,14,12*,0,7,-2.2,102,-3
COc1ccc(CC(=O)OCC(=O)c2ccc(S(=O)(=O)N3CCCCC3)cc2)cc1,-11,-6,29,50*,-1,-8,7,-13,96,-8
Cc1cccc(C(=O)NC(NCCc2ccccc2)C(Cl)(Cl)Cl)c1 (configuration not stated),5,-6,-14,-25,-6,-9,-2,4.1,·,8
C=CCOc1ccc(CNc2nn[nH]n2)cc1,4,2,-3,1,1,5,19,-0.2,106,-6
CCOc1ccc(NS(=O)(=O)c2ccc3c(c2)oc(=O)n3C)cc1,-6,-1,8,7,0,-1,-2,-1.4,99,6
O=C(NCCNC(=O)c1ccccc1)c1ccccc1,7,1,29,11,6,1,-13,-2.2,94,2
COc1ccc(C(=O)CC(=O)C(=O)Nc2cccc([N+](=O)[O-])c2C)cc1,6,2,-20,-1,4,5,5,0.1,92,-10
Cc1cccn2cc(CNC(=O)CC3CCCC3)nc12,2,-1,-4,8,-6,-1,-2,-1.6,97,0
O=C(O)CCC(=O)N1c2ccccc2NC2=C(C(=O)CC(c3ccc(F)cc3)C2)C1c1ccc([N+](=O)[O-])o1 (configuration not stated),-1,1,8,8,2,-1,6,-1.7,96,1
CCC(C)[C@H](NC(=O)NCc1cccs1)C(=O)OC (some centres not stated),6,2,-6,10,1,2,30,-1.8,98,-4
COc1ccc(C(=O)COC(=O)CN2C(=O)C3C4CCC(C4)C3C2=O)cc1 (configuration not stated),-1,-2,-2,10,-2,7,4,-1.5,96,-2
NC(=O)N=Nc1c(O)n(Cc2ccccc2)c2ccc(Br)cc12,3,4,-12,-4,0,2,-2,0.8,118,-2
CCOC(=O)C1=C(C)N(CC)C(=S)NC1c1ccc(Cl)cc1 (configuration not stated),-2,-3,7,-9,3,-2,1,1.7,125,-5
O=C(Nc1ccc(S(=O)(=O)N2CCCC2)cc1)c1ccc(CN2CCOCC2)cc1,-2,0,-10,2,5,-7,-10,-0.3,103,-4
Cc1noc(NS(=O)(=O)c2ccc(N/C=C/C(=O)c3ccccc3)cc2)c1C,-5,5,-20,14,-3,1,-9,-2.5,95,4
CCN(CC)CCNC(=O)CCCNC(=O)Cn1cnc2sc(C)c(C)c2c1=O,1,-1,9,9,2,-13,-3,-1.5,100,9
COc1cc(/C=N/n2cnnc2)ccc1OCc1ccccc1,7,0,0,17,-8,1,11,-3.2,92,-2
Cn1nnc2ccccc2c1=O,0,-3,1,20,-2,-6,33,-3.8,94,-5
Cc1ncoc1C(=O)NC1CC(C)(C)Cc2c1cnn2-c1ccc(F)cc1 (configuration not stated),4,-1,21,-10,-1,-11,-14,3.2,115,0
O=C(O)Cc1ccc(O)c(F)c1,0,3,-12,17,-4,-9,-10,-3.0,68*,2
O=C(/C=C/c1cccc(Cl)c1)NCCc1ccccc1,-1,-6,5,-7,1,-7,10,1.3,103,-5
COC(=O)c1c(NC(=O)C(=O)N2CCOCC2)sc2c1CCCC2,1,-5,3,4,1,-8,-14,-0.8,103,-6
COc1ccccc1NC(=O)c1sc2ncn(Cc3ccccc3C)c(=O)c2c1C,2,-2,-31,-7,-2,-3,1,1.3,99,-5
COc1ccc(N2CC(C(=O)Nc3nnc(SCc4ccccn4)s3)CC2=O)cc1 (configuration not stated),4,1,5,9,1,11,32,-1.6,94,7

# Assay outcomes: PubChem, several laboratories
